# From PubChem BioAssay
# PKA-R1A activ = activates the PKA-R1A holoenzyme complex | PKA-R1A dissociation, Cy5-IP20 fluorescence polarization; scaled: DMSO 0%, 113 µM cGMP 100% | activation, % at 11.4 µM | hit rate 0.083% among 340,000;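 active = percent activation above the mean of all tested compounds plus 3 SD, cut at about 19% in these data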;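 note: higher means more PKAc released from R1A so a rise in polarization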
# HTR5A inv ag = counter-screen for OPRM1-OPRD1 inverse agonists: human HTR5A inverse agonism. HTR5A cell line, luminescence. inhibition, % at 9.3 µM. hit rate 0.083% among 340,000; in the data active = inhibition mostly above about 23%, no sharp cut-off; inactive = mostly below about 18%;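 note: 0% = cells with DMSO and 100% = no-cell wells with DMSO; some compounds called inactive have numbers as strong as hits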
# Pemphigus Ab inh = human desmoglein-3 autoantibody binding inhibition | P32926 | DSG3-coupled beads, scFv-anti-DSG3-GFP binding, flow cytometry; active compounds read low | binding (percent of control), % at 10 µM | hit rate 0.48% among 310,000 | AID 588358;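 active = binding more than 3 SD below its plate's average and above zero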;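 note: hits lower antibody fragment binding to DSG3; some compounds called inactive have numbers as strong as hits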
# OPRM1-OPRD1 inv = inverse agonists of human mu-delta opioid receptor heterodimerization; P35372+P41143; cell-based MOR-DOR heterodimer luminescence, inverse agonism; inhibition, % at 9.3 µM; hit rate 0.21% among 340,000; in the data active = inhibition above about 22%, passing the limit was not always enough;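 note: 0% = cells with DMSO and 100% = wells without cells with DMSO; values of inactives mirror those of a sister screen read the other way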
# Target sequence (P35372 whole entry, looked up): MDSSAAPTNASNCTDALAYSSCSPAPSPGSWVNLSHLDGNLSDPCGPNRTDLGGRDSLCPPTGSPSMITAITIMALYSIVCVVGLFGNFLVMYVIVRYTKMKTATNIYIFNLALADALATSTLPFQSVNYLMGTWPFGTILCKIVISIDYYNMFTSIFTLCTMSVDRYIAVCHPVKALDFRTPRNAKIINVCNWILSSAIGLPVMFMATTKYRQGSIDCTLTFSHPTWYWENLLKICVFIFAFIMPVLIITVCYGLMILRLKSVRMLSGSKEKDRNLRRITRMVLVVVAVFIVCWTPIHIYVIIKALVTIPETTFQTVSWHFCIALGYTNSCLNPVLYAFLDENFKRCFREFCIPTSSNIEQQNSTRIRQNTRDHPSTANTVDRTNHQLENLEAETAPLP
# Target sequence (P41143 whole entry, looked up): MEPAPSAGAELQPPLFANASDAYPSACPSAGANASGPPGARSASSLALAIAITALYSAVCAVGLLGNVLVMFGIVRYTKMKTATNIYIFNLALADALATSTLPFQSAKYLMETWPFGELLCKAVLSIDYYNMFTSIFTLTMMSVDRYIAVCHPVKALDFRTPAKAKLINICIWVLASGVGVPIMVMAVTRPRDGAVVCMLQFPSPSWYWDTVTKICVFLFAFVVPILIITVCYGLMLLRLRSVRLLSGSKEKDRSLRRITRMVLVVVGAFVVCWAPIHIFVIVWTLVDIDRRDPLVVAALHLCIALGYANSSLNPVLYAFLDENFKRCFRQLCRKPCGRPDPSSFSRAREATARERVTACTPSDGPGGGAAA
# V-ATPase pH = alters yeast V-ATPase proton transport; response, % at 10 µM; AID 504577; hit rate 0.37% among 350,000; S. cerevisiae, pHLuorin cytosolic pH fluorescence; in the data active = response mostly above about 7.3%, no sharp cut-off; inactive = mostly below about 5.4%; note: actives read high; inactives centre near 0; some compounds called inactive have numbers as strong as hits; reference of the scale not given here
# OPRM1-OPRD1 ag = agonists of human mu-delta opioid receptor heterodimerization; P35372+P41143; cells, OPRM1-OPRD1 heterodimerization, luminescence; activation, % at 9.3 µM; hit rate 0.3% among 340,000; AID 504326; in the data active = activation above about 18%;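 note: 0% = vehicle-treated cells and 100% = reference agonist; values of inactives mirror those of a sister screen read the other way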
# Arrestin-AP2 inh = inhibitors of human beta-arrestin and AP2 interaction; FITC-arrestin peptide / GST-AP2 beads, flow cytometry; AP2 beta2 appendage carries R879A mutation; inhibition, % at 10 µM; hit rate 0.31% among 340,000;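 active = inhibition above a set limit, near 3 SD of compounds lacking own fluorescence, cut at about 54% in these data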;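 note: plate controls were DMSO wells for no effect and 5 µM unlabelled arrestin peptide for full effect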
#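 Measured by: flow cytometry, FL1 (488/535 nm); Material: AP2 appendage R879A on GSH beads; Evaluation: percent response; Timing: pre-incubation 12 min, peptide binding 1 h, room temperature; Also added: 50 nM FITC-arrestin peptide; Medium: PBS with 0.05% Tween 20 and 0.1% BSA.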
# DAGLB inh = diacylglycerol lipase beta (human) inhibition; HEK293T DAGLB membrane lysate, EnzChek fluorogenic substrate; inhibition, % at 5.17 µM; hit rate 0.059% among 340,000; AID 504411; in the data active = inhibition above about 34%;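 note: 0% = enzyme with vehicle and 100% = wells lacking enzyme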
# HTR5A ag ctr = HTR5A agonism, opioid heterodimer counter-screen | HTR5A agonist assay, luminescence, cell-based | activation, % at 9.3 µM | hit rate 0.61% among 340,000 | AID 504692 | P47898; in the data active = activation mostly above about 9.5%, no sharp cut-off; inactive = mostly below about 7.6%;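 note: 0% = cells with vehicle only and 100% = reference agonist; strong numbers were not always called active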
# PKA-R2B act = activates the human PKA-R2B holoenzyme complex. PKA-R2B holoenzyme dissociation, Cy5-IP20 fluorescence polarization; R2B truncated from residue 108, S112A mutant; 0% DMSO only, 100% 113 µM cGMP. AID 504700. P22694+P31323. hit rate 0.079% among 340,000. activation, % at 11.4 µM;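 active = activation above a cutoff set at the mean over all compounds plus 3 SD, cut at about 18% in these data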;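 note: higher means more holoenzyme dissociation and a rise in polarization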
# * hit, by the source's call; . = not tested or not shown.
# Screens in order: PKA-R1A activ	HTR5A inv ag	Pemphigus Ab inh	OPRM1-OPRD1 inv	V-ATPase pH	OPRM1-OPRD1 ag	Arrestin-AP2 inh	DAGLB inh	HTR5A ag ctr	PKA-R2B act
1) CCCCCCC(=O)N1C/C=C\C(c2ccc(OC)cc2)N(Cc2ccc(F)cc2)C(=O)C1 (stereo unspecified)
 : 4	8	103	-9	0	1.6	0	-7	-2	-4
2) Cc1cc(C=O)c(C)n1-c1ccc(N2CCOCC2)c([N+](=O)[O-])c1
 : -4	-14	98	9	0	-1.8	34	2	5	3
3) CCN(CC)CCCN(C(=O)c1cccs1)c1nc(-c2ccc(OC)cc2)cs1
 : -7	21	.	-266	1	51*	7	1	3	-1
4) COc1cccc(NC(=O)CCN2CCN(c3ccccc3F)CC2)c1
 : 2	4	100	5	0	-0.8	16	-1	2	9
5) COC(=O)C1(C)NC(c2ccccc2OC)C2C(=O)N(c3ccccc3)C(=O)C21 (stereo unspecified)
 : -12	2	109	13	-3	-2.7	29	-3	-1	0
6) CN(CCC#N)C(=O)COC(=O)c1ccc(Cl)cc1O
 : -6	1	100	12	-2	-2.5	5	0	0	-4
7) CCCOc1cccc(C(=O)N/N=C/c2coc3ccccc3c2=O)c1
 : -7	-13	100	10	-3	-1.8	-6	3	1	1
8) O=C(COc1ccccc1)N(Cc1cccc(F)c1)C1CCS(=O)(=O)C1 (stereo unspecified)
 : 8	3	126	11	2	-2.3	-8	2	-1	3
9) Cc1c(N=C2SCC(=O)N2c2c(C)n(C)n(-c3ccccc3)c2=O)c(=O)n(-c2ccccc2)n1C
 : 4	-23	88	2	0	-0.4	25	-2	-2	-5
10) CCOC(=O)N1C2=NC(C(=O)OC)=C(C(=O)OC)[C@@H]3N(C)c4ccc(OC)cc4[C@]23C[C@H]1C(=O)OC
 : 2	3	98	6	8	-1.0	19	-3	2	1
11) Cc1cc(NS(=O)(=O)c2ccc(NC(=S)NC(=O)c3ccc(F)cc3)cc2)no1
 : -1	15	93	15	3	-2.6	32	2	-6	-7
12) Cc1cc(C)nc(SCCS(=O)(=O)Cc2ccccc2)n1
 : 3	15	118	8	-1	-1.8	1	2	2	-5
13) O=C(CSc1ccccc1)NNC(=O)c1ccccc1O
 : -3	10	121	9	4	-1.6	13	1	-3	-5
14) CC(NC(=O)c1cccc(C(F)(F)F)c1)C1CCCO1 (stereo unspecified)
 : -7	-5	103	5	6	-0.9	25	-2	1	-1
15) COc1cc(-c2ccccc2)[nH]c(=S)n1
 : -9	12	106	20	3	-3.6	-9	-3	2	3
16) COc1cccc(NC(=O)c2ccc(Cn3cc([N+](=O)[O-])cn3)o2)c1
 : 1	3	96	6	0	-1.1	-1	-5	6	-17
17) O=C(NCCc1ccccc1)c1ncn[nH]1
 : 0	9	.	2	1	-0.4	25	1	5	3
18) COc1cc2ccccc2cc1C(=O)O
 : -7	5	.	-1	6	0.1	-5	2	-2	4
19) COc1cccc(-c2nn(C)c3sc(C(=O)NCc4ccccn4)cc23)c1
 : -11	-1	116	12	-5	-2.2	14	0	0	-6
20) N=c1c(C(=O)NC2CCCC2)cc2c(=O)n3ccccc3nc2n1Cc1ccccc1
 : 4	2	.	6	-5	-1.1	35	5	-3	1
21) O=C(Oc1ccc2c(c1)OCO2)C12CC3CC(CC(C3)C1)C2
 : 0	2	101	-27	-2	5.2	1	-10	-1	-2
22) COc1cccc2[nH]c(C(=O)NN)c(N)c12
 : -8	-7	103	-9	-3	1.8	-7	2	2	6
23) CCCC1CCc2c(sc(NC(=O)OCC)c2C#N)C1 (stereo unspecified)
 : -5	-22	.	1	4	-0.2	-3	-5	4	-3
24) Oc1ccccc1C=Nc1cccc2ccccc12
 : 0	5	110	8	0	-1.7	-21	1	-1	0
25) CC1(C)CC(=O)C2=C(C1)Nc1ccccc1S2
 : -9	16	95	-8	0	1.6	-6	4	-3	-4
26) CCCS(=O)(=O)N1CCN(Cc2ccccc2C(F)(F)F)CC1
 : -12	-18	102	-22	1	3.5	6	-3	7	-3
27) Cc1cc(C)c2nc(C)cc(Nc3ccc(C(=O)N4CCOCC4)cc3)c2c1
 : -8	-9	94	5	5	-1.0	39	-1	3	-8
28) O=C(NCCC(c1ccccc1)c1ccccc1)c1cnc2sccn2c1=O
 : 4	12	107	10	0	-1.9	-15	-2	0	-4
29) NC(=O)/C(=C\c1ccco1)NC(=O)c1ccco1
 : 3	.	96	.	.	.	.	1	.	-6
30) O=C(NC1CC1)C1CCN(c2ncccn2)CC1
 : 1	-15	95	8	1	-1.3	1	-1	5	-5
31) COc1ccccc1NC(=O)Nc1nc(CC(=O)NCc2ccccn2)cs1
 : -9	-2	105	1	4	-0.2	-1	2	1	3
32) Cc1cc(C)c(S(=O)(=O)N2CCCC(C(=O)N3CCCC3)C2)c(C)c1 (stereo unspecified)
 : 6	3	115	-1	4	0.2	2	0	1	-6
33) CCCCC(O)(c1ccc(CC)cc1)C(CN1CCOCC1)c1ccccc1 (stereo unspecified)
 : 0	-5	96	-23	2	4.8	4	-13	1	-7
34) CC(=O)NC1C(=O)N(Cc2ccccc2)c2ccc(Br)cc21 (stereo unspecified)
 : 1	-1	97	14	4	-2.7	14	0	0	0
35) Cn1c(C(=O)N[C@@H](C(=O)O)c2ccccc2)cc2cc(F)ccc21
 : -4	-5	95	15	0	-3.0	-10	-1	1	-3
36) CCOc1cc(-c2cc(-c3ccc(NC(C)=O)cc3)nc(N)c2C#N)ccc1O
 : -7	-17	106	15	-1	-3.1	-9	0	5	-5
37) CC1=CS/C(=C(/C#N)C(=O)N2CCCCC2)N1c1ccccc1
 : 0	-13	102	3	-1	-0.6	6	1	5	13
38) CCOC(=O)c1cnn(CCOC(=O)C2CC2)c1NC(=O)C1CC1
 : 3	-28	100	13	-1	-2.4	-4	-3	-2	2
39) COCOc1ccc(C=O)c(O)c1
 : -5	7	95	11	1	-2.2	-3	0	-1	-4
40) C=CCNS(=O)(=O)NC(=O)C1=C(N2CCCC2)COC1=O
 : -2	26	98	7	-1	-1.4	-4	1	-3	-2
41) COc1ccccc1-c1c(NC(=O)C(C)C)n(C)c2ccccc2c1=O
 : -9	-2	111	-2	0	0.5	14	0	1	3
42) CCn1c(O)c(C=NCCN2CCOCC2)sc1=S
 : 4	0	100	12	3	-2.5	4	-3	0	-8
43) CC(=O)C1=C(O)C(=O)N(c2ccc(O)cc2)C1c1ccccc1 (stereo unspecified)
 : -1	-1	104	15	4	-3.3	-8	-3	0	0
44) COc1ccc(Cc2noc(CN(C)Cc3cccc(-n4cccn4)c3)n2)cc1OC
 : -8	-21	92	-4	0	0.5	8	-1	8	-5
45) CCOc1ccc(CNS(=O)(=O)c2c(C)nc3sccn3c2=O)cc1OC
 : -10	-27	103	11	2	-2.2	3	-1	10	-6
46) COc1ccc(-c2ccc3[nH]c4c(c3c2)CCN2C(=O)[C@@H]([C@H](C)O)[C@@H](N(C)C(=O)Nc3ccc(F)cc3)C[C@@H]42)cc1
 : -2	.	.	.	-1	.	.	2	.	-3
47) O=C(c1ccccc1)c1ccc2nc(N3CCN(C(=O)c4ccco4)CC3)c3nncn3c2c1
 : -6	18	98	18	-4	-3.0	7	1	-6	-4
48) NC(=O)CSc1nnc(COc2ccccc2)n1C1CCCCC1
 : -6	-48	100	6	5	-1.2	-1	0	0	-7
49) COc1ccccc1N1C(=S)N=C(Nc2c(C)cccc2C)C12CCCC2
 : -12	-3	115	9	2	-1.7	-4	-4	1	-2
50) CCOC(=O)C1CCN(CCC(=O)Nc2cc(C)ccc2C)CC1
 : -3	-3	109	0	0	0.1	-22	-1	1	-3
51) [O-][n+]1c2ccccc2c2n1CCCN=C2c1ccc(Cl)cc1
 : -3	-6	101	20	-3	-3.6	4	-1	1	-2
52) CCN(CC(=O)Nc1c(F)cccc1F)C(=O)CCC(=O)c1ccc(C)cc1
 : 10	23	102	13	5	-2.6	9	1	-9	0
53) CCC/C(C)=C/c1ccc(CC)cn1
 : -5	6	93	11	4	-2.2	-5	1	-2	-5
54) CCn1c(NC(=O)c2nn(C)cc2Br)nc2ccccc21
 : 1	16	125	12	-2	-2.2	0	-1	-2	1
55) Cc1ccsc1C1NC(=O)c2c(sc3c2CCN(C)C3)N1 (stereo unspecified)
 : 2	-16	90	2	-3	-0.4	10	-7	1	-1
56) COCCCN(C(=S)Nc1c(C)cc(C)cc1C)C(C)c1ccccn1 (stereo unspecified)
 : 7	1	99	1	1	-0.1	-9	-3	0	-3
57) O=C1CCC/C=C\C[C@@H](CC(=O)N(CCO)Cc2ccccc2)C(=O)NCCO1
 : 4	3	105	10	5	-1.8	1	-3	-2	-5
58) Cc1c(NC(=S)NC(=O)c2ccccc2)c(=O)n(-c2ccccc2)n1C
 : -2	24	.	12	-2	-2.3	-12	0	-9	2
59) O=C(NCC1CCCCC1)NCC1CCCCC1
 : 0	19	109	-4	-2	0.7	7	0	3	-1
60) CCOc1ccc(-c2[nH]ncc2Oc2ccccc2OCC)c(O)c1
 : 0	-28	104	-72	-2	13	12	-6	7	10

# More results.
# Screens in order: PKA-R1A activ	HTR5A inv ag	Pemphigus Ab inh	OPRM1-OPRD1 inv	V-ATPase pH	OPRM1-OPRD1 ag	Arrestin-AP2 inh	DAGLB inh	HTR5A ag ctr	PKA-R2B act
61) COCC(=O)N1CCN(c2nc3ccccc3o2)CC1
 : 7	-4	111	13	0	-2.6	6	-3	1	7
62) CN(CC(=O)Nc1cccc(F)c1)C(=O)CN1C(=O)NC2(CCCC2)C1=O
 : -4	-10	95	19	-2	-5.1	12	-7	1	-1
63) CC(C)n1c(N2CCN(CC(=O)Nc3ccc4c(c3)OCCO4)CC2)nc2ccccc21
 : 6	0	101	5	1	-0.8	-9	4	2	-2
64) CC1SC(=S)N(c2ccc(N(C)C)cc2)C1=O (stereo unspecified)
 : -16	-1	99	-19	2	4.3	4	-2	0	-3
65) O=C(Nc1ccc(OC(F)(F)F)cc1)c1cc(S(=O)(=O)N2CCCCC2)ccc1N1CCOCC1
 : -8	.	96	.	.	.	.	-3	.	-15
66) CC(C)CN(C(=O)CSc1nc2ccccc2[nH]1)C1CCS(=O)(=O)C1 (stereo unspecified)
 : -4	0	105	7	2	-1.7	9	1	0	-3
67) OC(c1ccccc1)C(O)C(c1ccccc1)N1CCCCC1 (stereo unspecified)
 : -7	-3	91	15	-1	-2.9	-12	-1	1	1
68) CCOC(=O)C(NC(C)=O)C(OC(C)=O)c1cccc(N(CCO)CCO)c1 (stereo unspecified)
 : -1	12	99	12	-7	-2.6	33	2	-2	1
69) O=C(COC(=O)C12CC3CC(CC(C3)C1)C2)NCc1ccco1
 : -6	-2	94	3	-3	-0.5	-1	-1	1	-3
70) COCCn1c(-c2ccccc2)nc2oc3ccccc3c(=O)c2c1=O
 : -1	-14	92	8	7	-1.5	-7	2	-1	-7
71) COc1cccc(-c2cc(N3CCN(C(=O)c4ccoc4)CC3)n3nc(-c4cccc(Cl)c4)cc3n2)c1
 : -9	.	104	.	0	.	.	1	.	11
72) CCCn1nnnc1SCC(=O)NCc1ccc(OC)cc1
 : -9	-1	102	15	1	-2.8	-7	-3	-5	-2
73) CC1(C)CC2CC(C)(CN2C(=O)c2ccccc2)C1 (stereo unspecified)
 : -12	-8	102	5	6	-1.1	-20	2	3	-2
